# Source: PubChem BioAssay (Broad Institute)
# PfHsp90 yeast 2 = inhibits growth of yeast expressing Plasmodium falciparum Hsp90; S. cerevisiae expressing PfHsp90, BacTiter-Glo ATP, 48 h; yeast lacking PDR1 and PDR3 efflux regulators; inhibition, % at 9.4 µM; 310,000 tested, 0.32% active; AID 504621;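 active = every replicate shows inhibition above about 80%, whatever the replicate mean, limit read from the data; inconclusive = mean inhibition reaches the set limit but some replicate falls short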;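 note: 0% = DMSO neutral controls and 100% = 20 µM radicicol positive controls; yeast relying on Plasmodium falciparum Hsp90 in place of its own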
# SR-BI DiI-HDL act = activators of SR-BI mediated HDL lipid uptake. CHO ldlA[mSR-BI] cells, DiI-HDL uptake fluorescence, 3 h; 100 = double the neutral-control signal. activation, % at 12.5 µM. 320,000 tested, 0.096% active. AID 504775;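 active = mean replicate activation of at least 60% and every replicate at or above 60%; inconclusive = mean or all-replicate condition met, but not both; inactive = mean below 60% and not all replicates reaching 60%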;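 note: 0% = median plate neutral-control signal and 100% = twice that signal; values of inactives mirror those of a sister screen read the other way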
#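 Test system: SR-BI-overexpressing, LDLR-lacking CHO cells; Also added: labelled HDL, 10 µg/mL; Measured by: bottom-read cell fluorescence after medium removal, ex 550/em 595 nm; Timing: 3 h uptake period with compound, 37 °C; Buffer or medium: F12, 0.5% BSA, 25 mM HEPES; Doses: single compound concentration, delivered by pin transfer.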
# CAL PDZ FP-1 = blocks peptide binding to human CAL PDZ domain; Q9HD26; purified CAL PDZ, TMR-peptide fluorescence polarization, 1 h; inhibition, % at 20 µM; 330,000 tested, 0.02% active; AID 504414;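 active = highest replicate inhibition of at least 40%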;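 note: plate controls were DMSO neutral control wells for no effect and unlabeled competitor peptide control wells for full effect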
#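 Test system: purified CerCALP PDZ construct; Compound dosing: one concentration, 20 µM compound; Also added: TMR-labelled reporter peptide T*-PRC34 bound in PDZ groove; Read-out: inhibition from polarization loss; Controls: unlabelled peptide and DMSO controls; Signal: FP readout, S and P plane fluorescence; Incubation: 1 h at RT.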
# SR-BI HDL uptake = blocks mouse SR-BI lipid uptake from DiI-HDL; 320,000 tested, 0.96% active; AID 488896; inhibition, % at 12.5 µM; ldlA[mSR-BI] CHO cells, DiI-HDL uptake fluorescence, 3 h; Q61009;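 active = mean replicate inhibition of at least 70% and a set share of replicates each scoring 70 or more; inconclusive = meets just one of the two criteria; inactive = fails both criteria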;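 note: 0% = median of neutral control wells and 100% = median of positive control wells; values of inactives mirror those of a sister screen read the other way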
# MITF act = MITF TRPM1 promoter activation in melanoma cells; activation, % at 12.5 µM; 300,000 tested, 0.75% active; SK-MEL-5 TRPM1-promoter luciferase, 24 h; % of positive control, neutral wells = 0; AID 588334;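 active = mean activation of at least 80% with every replicate also reaching 80%; inconclusive = mean reaches 80% but some replicate falls short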;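 note: 0% = neutral control wells and 100% = parthenolide positive control wells; values of inactives mirror those of a sister screen read the other way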
# dFosB activator = mouse delta FosB homodimer activation. 340,000 tested, 0.99% active. AID 493131. purified delta FosB, TAMRA-CDK5 oligo fluorescence polarization; percent of positive-control signal above neutral wells. P13346. activation, % at 25 µM;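 active = mean activation above about 17%, with every replicate also reaching it, limit read from the data, passing the limit was not always enough; inconclusive = only one of the two conditions met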;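 note: fluorescence polarization rise as delta FosB binds a TAMRA Cdk5 AP-1 oligo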
# Target sequence (P13346 whole entry, looked up): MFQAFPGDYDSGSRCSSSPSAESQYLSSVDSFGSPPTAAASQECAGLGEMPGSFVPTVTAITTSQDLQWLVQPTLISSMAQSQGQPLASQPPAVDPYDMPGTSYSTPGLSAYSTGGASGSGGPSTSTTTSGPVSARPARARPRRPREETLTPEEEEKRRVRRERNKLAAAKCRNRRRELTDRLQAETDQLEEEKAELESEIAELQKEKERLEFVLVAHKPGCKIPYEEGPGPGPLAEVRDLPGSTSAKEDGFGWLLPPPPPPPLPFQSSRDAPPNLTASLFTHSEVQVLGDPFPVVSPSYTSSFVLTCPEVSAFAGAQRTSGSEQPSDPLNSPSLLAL
# NSD2 inh = NSD2 (human) methyltransferase inhibition; O96028; NSD2 peptide methylation, AlphaScreen, 120 min; inhibition, % at 12.5 µM; 310,000 tested, 0.54% active; AID 743445; in the data active = inhibition above about 50%
# CAL PDZ FP-2 = blocks peptide binding to the human CAL PDZ domain | Q9HD26 | purified CAL PDZ, TMR-peptide fluorescence polarization, 1 h | inhibition, % at 24.9 µM | 300,000 tested, 0.92% active | AID 602252;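 active = mean inhibition of at least 30% with at least half of replicates also reaching 30%; inconclusive = no clear call, values can overlap the other calls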;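 note: 0% = DMSO neutral control and 100% = excess unlabeled competitor peptide PRC23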
# PvdQ inh = P. aeruginosa PvdQ acylase inhibition | purified PvdQ acylase, fluorescence plate reader | inhibition, % at 10 µM | 340,000 tested, 0.063% active | AID 488965; in the data active = inhibition above about 30%, passing the limit was not always enough; inconclusive = no clear call, values can overlap the other calls;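 note: 0% = vehicle neutral wells and 100% = reference inhibitor wells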
# Rtt109 Vps75 = C. albicans Rtt109 histone acetyltransferase inhibition. inhibition, % at 34.9 µM. 330,000 tested, 0.16% active. purified Rtt109/Vps75, ThioGlo CoA-SH fluorescence, 4 h;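 active = inhibition of at least 50% in every replicate; inconclusive = best replicate reaches 50% inhibition but some replicates fall short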
# Target sequence (Q5AAJ8 whole entry, looked up): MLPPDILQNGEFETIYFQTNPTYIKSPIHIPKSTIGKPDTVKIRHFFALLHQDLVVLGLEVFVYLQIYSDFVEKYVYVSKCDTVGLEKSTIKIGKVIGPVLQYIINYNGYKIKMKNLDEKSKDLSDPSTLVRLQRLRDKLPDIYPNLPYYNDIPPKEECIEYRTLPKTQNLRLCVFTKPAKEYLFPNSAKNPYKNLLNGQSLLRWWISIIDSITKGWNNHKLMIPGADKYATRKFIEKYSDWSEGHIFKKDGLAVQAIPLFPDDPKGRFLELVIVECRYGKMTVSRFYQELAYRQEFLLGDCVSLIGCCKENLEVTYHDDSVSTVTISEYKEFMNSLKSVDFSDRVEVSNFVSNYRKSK
# * marks the source's active call; other numbers are inactive results; ? = inconclusive; / = no result given; & = joins results of further samples. Compounds were not picked by outcome; about 4.3% have a hit in one of these screens.
no.	canonical_smiles	PfHsp90 yeast 2	SR-BI DiI-HDL act	CAL PDZ FP-1	SR-BI HDL uptake	MITF act
1	CC1CCN(c2oc(-c3cccc4ccccc34)nc2C#N)CC1	8	4	-0.8	-4	?
2	CC(=O)Nc1ccc(NC(=O)CC(NC(=O)c2ccccc2)c2ccccc2)cc1 (stereo unspecified)	4	12	-1.5	-12	2
3	CC1CCCN(c2ccc(C(=O)NCc3ccc4c(c3)OCO4)cc2[N+](=O)[O-])C1 (stereo unspecified)	15	-14	-0.2	14	4
4	O=C(Cn1ccc(=O)[nH]c1=O)Nc1ccc(O)c([N+](=O)[O-])c1	16	4	0.5	-4	-8
5	O=C(O)CSc1ccc(S(=O)(=O)N2CCCC2)cn1	6	7	0.6	-7	1
6	CC(C)Sc1nnc(-c2c[nH]c3ccccc23)n1C	-31	12	0.5	-12	/
7	Cc1nc(NC2CCCC2)sc1C(=O)N(C)C	-29	/	-4.3	/	/
8	Cn1c(Cc2cccs2)nnc1SCC(=O)N1CCc2ccccc21	29	8	-4.4	-8	3
9	C=C(Br)Cn1c(CCCC)nc2ccccc21	62	2	0.1	-2	4
10	Cc1ccc(NC(=S)N(CCN(C)C)Cc2cc3cccc(C)c3[nH]c2=O)cc1	-2	8	0.0	-8	16
11	O=c1oc(-c2ccc(F)cc2)nc2ccsc12	2	24	-1.3	-24	-14
12	O=C(NCc1ccco1)c1cc(-c2cccs2)on1	19	-37	0.5	37	-3
13	CCC(C)N(C(=O)COC(=O)c1cn(CC)c2nc(C)ccc2c1=O)C1CCS(=O)(=O)C1 (stereo unspecified)	12	-3	-0.7	3	13
14	CS(=O)(=O)c1cccc(C(=O)OCC(=O)NC(=O)Nc2ccccc2F)c1	/	17	0.4	-17	1
15	C=CCn1c(SCC(=O)NC(=O)c2cccn2C)nc2ccccc2c1=O	0	28	0.3	-28	-15

no.	dFosB activator	NSD2 inh	CAL PDZ FP-2	PvdQ inh	Rtt109 Vps75
1	-10	2	-4	-17	1
2	?	-2	0	4	0
3	3	1	-2	-10	-1
4	-7	2	-3	10	5
5	1	0	12	-5	-8
6	0	/	2	-4	0
7	4	0	9	-13	2
8	-7	-3	-2	-14	-6
9	-4	-3	5	-8	-3
10	0	4	0	-9	7
11	5	2	-1	70*	-9
12	1	0	/	-14	-15
13	-1	6	0	2	-4
14	22*	-2	/	-12	-3
15	1	-2	-3	26	7

# More records follow:
no.	canonical_smiles	PfHsp90 yeast 2	SR-BI DiI-HDL act	CAL PDZ FP-1	SR-BI HDL uptake	MITF act
16	Cc1ccc(Cn2c(NCCCn3ccnc3)nc3c2c(=O)n(C)c(=O)n3C)cc1	-4	12	-2.9	-12	3
17	Cc1ncc(CN2CCN(C(C)C)C(CCO)C2)s1 (stereo unspecified)	-12	10	-0.2	-10	4
18	Nc1nn2cc(-c3ccccc3)nc2c2ccccc12	/	-11	-3.2	11	36
19	COC(=O)NNC1=CC(=O)CC(C)(C)C1	8	5	0.4	-5	-6
20	COc1cc(-c2nc(-c3ccc(NC(=O)c4ccc(Br)o4)cc3)no2)cc(OC)c1OC	/	-42	-4.0	42	/
21	Nc1ccc(C(=O)OCc2nc3ccccc3s2)cc1	3	-6	-1.1	6	10
22	N/C(=N\OC(=O)c1cc(Br)ccc1Cl)c1ccccn1	-10	-11	-1.9	11	16
23	COc1ccc(OC2CCN(S(=O)(=O)c3ccc(C(C)=O)cc3)CC2)cc1	-16	27	-1.2	-27	2
24	CCc1ccc2c(c1)C(NC(C)=O)C(=O)N2CC (stereo unspecified)	-3	2	1.5	-2	-8
25	COc1ccccc1C(=O)NC(=O)COC(=O)Cc1ccccc1[N+](=O)[O-]	/	6	-6.9	-6	-13
26	COC(=O)CNC(=O)/C=C/c1cc(Br)ccc1OC	25	-39	-1.0	39	7
27	O=[N+]([O-])c1ccccc1/C=N/n1c(COc2ccccc2)n[nH]c1=S	-26	3	-2.4	-3	7
28	C=CCn1cc([N+](=O)[O-])nc1C	1	2	0.4	-2	8
29	O=C1CSC(c2ccccc2)N1c1ccccc1F (stereo unspecified)	-40	32	-0.1	-32	7
30	CCn1nnnc1SCC(=O)Nc1ccc(OC)cc1	1	-5	-0.8	5	-10

no.	dFosB activator	NSD2 inh	CAL PDZ FP-2	PvdQ inh	Rtt109 Vps75
16	-6	2	-1	-3	-1
17	-7	-2	-3	2	8
18	-3	-6	-7	-2	-32
19	-2	2	16	-8	/
20	49*	/	-4	-13	/
21	-4	0	-3	-10	-2
22	-21	-8	/	-12	-7
23	-4	-1	-5	-14	-3
24	-10	/	/	-10	-8
25	-7	4	-1	-8	3
26	-7	-2	4	-9	7
27	-4	25	-1	-10	5
28	-5	-1	-1	0	-5
29	-3	27	-2	-13	6
30	4	2	-2	5	25

# Next records
no.	canonical_smiles	PfHsp90 yeast 2	SR-BI DiI-HDL act	CAL PDZ FP-1	SR-BI HDL uptake	MITF act
31	CC(C)(C)NC(=O)C(c1ccc(F)cc1)N(CC1CCCO1)C(=O)c1csnn1 (stereo unspecified)	7	16	0.6	-16	-9
32	O=C(CCn1cccc1)Nc1ccccc1F	-4	15	-0.4	-15	11
33	O=C(c1cc([N+](=O)[O-])cc([N+](=O)[O-])c1)N(c1ccccn1)c1ccccn1	-2	29	-0.4	-29	-2
34	Cc1ccc(/C=N/NC(=O)CSCc2ccc(Cl)cc2)cc1	8	1	-0.1	-1	/
35	Cc1ccc2[nH]cc(CCNC(=O)c3cccs3)c2c1	-10	-12	1.3	12	-11
36	O=C(c1ccc2snnc2c1)N1CCCCC1	0	14	-3.0	-14	-11
37	CCCCn1c(N)c(N(CCOC)C(=O)CC(NC(=O)c2ccccc2Cl)c2ccccc2)c(=O)[nH]c1=O (stereo unspecified)	/	6	-0.8	-6	3
38	Cc1coc2c(O)cc3c(c12)OC1(N2CCCCC2)C(=O)NCCCC31 (stereo unspecified)	8	-7	-1.2	7	-78
39	CCN(CC)S(=O)(=O)c1ccc(Cl)c(NC(=O)c2ccccc2C)c1	10	-64	0.3	64	/
40	CCOc1cc(C(=O)N(C)c2ccccc2)cc(OCC)c1OCC	9	-38	-0.2	38	-4
41	CN(C)c1nc(SCCOC(=O)c2ccccc2)nc(N(C)C)n1	/	3	-2.2	-3	/
42	CCCCN(CC)CCCNC(=O)c1cn(-c2ccc(OC)cc2)c(=O)c2ccccc12	-36	15	-0.8	-15	2
43	Cc1ccc(NS(=O)(=O)c2ccc(C(=O)NCCCN3CCCC3=O)cc2)cc1	2	8	0.8	-8	4
44	Cc1ccc(N2C(=O)[C@@H]3C(C(=O)CCN4C(=O)c5ccccc5C4=O)=NN[C@@H]3C2=O)cc1	-14	7	-3.7	-7	10
45	O=C(Nc1sc2c(c1C(=O)NCCCO)CCCC2)c1ccccc1	-27	-50	0.5	50	17

no.	dFosB activator	NSD2 inh	CAL PDZ FP-2	PvdQ inh	Rtt109 Vps75
31	-4	1	-3	10	-1
32	3	4	-2	-12	-6
33	8	-1	-1	6	4
34	-11	-2	3	-6	7
35	1	3	16	9	9
36	-1	-3	1	0	-8
37	3	-1	0	-1	2
38	-7	75*	-2	18	/
39	-14	2	-7	-16	-3
40	-6	-1	0	-12	2
41	1	-7	2	-8	/
42	1	17	-2	-15	1
43	-3	0	6	-7	8
44	-8	-2	-3	3	-17
45	-8	1	/	-11	-5

# The list continues.
no.	canonical_smiles	PfHsp90 yeast 2	SR-BI DiI-HDL act	CAL PDZ FP-1	SR-BI HDL uptake	MITF act
46	Cc1cc(NC(=O)CCC(=O)N(Cc2cccnc2)C(C(=O)NC(C)(C)C)c2ccccc2Cl)no1 (stereo unspecified)	19	/	-2.6	/	1
47	COc1ccc(CCNC(=O)c2ccc(NC3=NC4CS(=O)(=O)CC4S3)cc2)cc1OC (stereo unspecified)	16	-21	-1.8	21	-10
48	O=C(Nc1ccc(Cl)cc1)N1CCC(c2nc(-c3cccs3)no2)CC1	/	-10	-3.2	10	-2
49	Cn1ncc2c(Nc3ccc([N+](=O)[O-])cc3)nc(Cl)nc21	-1	-28	-0.1	28	12
50	O=C1c2ccccc2C(=O)N1Cc1nc(-c2ccccn2)no1	20	7	-1.8	-7	15
51	COc1cc2c(cc1OC)C(C)N(C(=S)Nc1ccccc1)CC2 (stereo unspecified)	7	4	-0.9	-4	12
52	Cc1ccc(NC(=O)C2(c3ccccc3)CCOCC2)c([N+](=O)[O-])c1	9	12	-0.2	-12	1
53	O=[N+]([O-])c1ccc(SCCc2ccncc2)cc1	-4	-12	-0.1	12	/
54	Cc1ccc(C(=O)NCCSc2ccccc2)cc1S(=O)(=O)Nc1ccccc1	2	-40	-1.5	40	-1
55	CCOC(=O)/C=C1\SCC(=O)N1CC(=O)Nc1ccc(C(C)C)cc1	5	24	-1.7	-24	-1
56	C[C@@H]1CC[C@]2(O[C@H](CCO)C[C@@H](O)[C@@H]2O)O1	/	16	-1.5	-16	-5

no.	dFosB activator	NSD2 inh	CAL PDZ FP-2	PvdQ inh	Rtt109 Vps75
46	-2	3	3	10	-3
47	-7	1	7	15	33
48	-9	-4	/	-2	3
49	5	-1	-5	2	1
50	0	-2	-20	-3	-4
51	-11	0	-2	12	8
52	-2	6	-5	-17	-1
53	3	2&-3	16	-1	4
54	-1	2	/	-7	-1
55	-24	1	-1	-9	5
56	2	/	0	13	4

# Part of the list above in another layout.
# Sequence of screens – PfHsp90 yeast 2	SR-BI DiI-HDL act	CAL PDZ FP-1	SR-BI HDL uptake	MITF act	dFosB activator	NSD2 inh	CAL PDZ FP-2	PvdQ inh	Rtt109 Vps75
47	COc1ccc(CCNC(=O)c2ccc(NC3=NC4CS(=O)(=O)CC4S3)cc2)cc1OC (stereo unspecified)
 : 16	-21	-1.8	21	-10	-7	1	7	15	33
49	Cn1ncc2c(Nc3ccc([N+](=O)[O-])cc3)nc(Cl)nc21
 : -1	-28	-0.1	28	12	5	-1	-5	2	1
54	Cc1ccc(C(=O)NCCSc2ccccc2)cc1S(=O)(=O)Nc1ccccc1
 : 2	-40	-1.5	40	-1	-1	2	/	-7	-1
52	Cc1ccc(NC(=O)C2(c3ccccc3)CCOCC2)c([N+](=O)[O-])c1
 : 9	12	-0.2	-12	1	-2	6	-5	-17	-1
